# LYP phosphatase – inhibitors of LYP phosphatase, biochemical, fluorescence intensity, uHTS (AID 1779); 290,000 tested, 0.054% active; inhibition, % at 11.5 µM, or IC50 in µM where a hit was titrated; recombinant LYP phosphatase, fluorescence intensity; higher % means a stronger effect;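 further: plate controls were vehicle with enzyme for no effect and no enzyme for full effect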
# P. falciparum M1AAP – P. falciparum M1AAP inhibitors, biochemical, fluorogenic H-Leu-NHMec substrate, 1536-well (AID 1445) | recombinant M1AAP, H-Leu-NHMec fluorogenic kinetic assay; higher % means a stronger effect | one-dose inhibition, % at 30 µM; IC50 in µM for titrated hits | 220,000 tested, 0.42% active;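 active means primary inhibition above the hit cutoff, then over 50% inhibition at one or more dose response concentrations, cut at about 23% in these data, passing the limit was not always enough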;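 further: plate controls were DMSO full reaction for no effect and no enzyme background for full effect; strong numbers were not always called active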
# WT yeast gro inh – growth inhibition of WT yeast, mitochondrial fusion screen; mitochondrial fusion phenotypic screen, WT strain; inhibition, % at 10 µM; 190,000 tested, 2.1% active; AID 1362; in the data active means inhibition above about 58%; tested in S. cerevisiae
# PMI inhibitors – MPI enzyme activity inhibition – biochemical, fluorescence intensity, coupled assay, primary screen (AID 1209); purified PMI enzyme, coupled fluorescence intensity; higher % means a stronger effect; one-dose inhibition, % at 20 µM; IC50 in µM for titrated hits; 190,000 tested, 0.42% active;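 further: plate controls were DMSO vehicle for no effect and wells lacking substrate for full effect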
# M17LAP inhibition – P. falciparum M17LAP inhibitors, primary screen, biochemical, fluorogenic H-Leu-NHMec substrate, 1536-well (AID 1619). 220,000 tested, 0.38% active. recombinant M17LAP, H-Leu-NHMec fluorogenic kinetic assay; higher % means a stronger effect. inhibition, % at 30 µM, or IC50 in µM where a hit was titrated;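 active means compound inhibiting the enzyme by more than half at any dose during confirmatory dose-response retesting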;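 further: plate controls were full reaction with DMSO carrier for no effect and no enzyme background for full effect; strong numbers were not always called active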
# XIAP antagonists – small molecules displacing peptide from XIAP – biochemical, IAP family, fluorescence polarization (AID 1018) | XIAP BIR domain, fluorescence polarization peptide displacement; higher % means a stronger effect | one-dose displacement, % at 20 µM; IC50 in µM for titrated hits | 200,000 tested, 0.007% active; in the data active means displacement above about 50%; further: a part of the inactive calls stands beside numbers as strong as those of hits
# TNAP activators – stimulation of alkaline phosphatase TNAP activity – biochemical, luminescent, no phosphate acceptor, uHTS, primary screen (AID 1001). purified TNAP, luminescent activation assay, no phosphate acceptor; higher activation fold means a stronger effect. one-dose activation fold at 20 µM; EC50 in µM for titrated hits. 200,000 tested, 0.03% active; in the data active means activation fold from about 3, or a potency from the dose series; inactive means the rest, 99 in 100 with activation fold below about 1.6; further: many of its hits are not listed in these tables
# PMI inhibition – MPI inhibition at elevated mannose 6-phosphate – biochemical, fluorescence intensity, high mannose 6-phosphate, primary screen (AID 1220); 190,000 tested, 0.66% active; recombinant PMI enzyme, coupled fluorescence intensity; higher % means a stronger effect; inhibition, % at 20 µM; hits with a dose series show IC50 in µM
# Yfh1-off respiration – enhancers of respiration in Yfh1-depleted yeast, dose response, Friedreich's ataxia, plus single-dose screen (AID 1465) | S. cerevisiae Yfh1-off respiration, WST-1 reduction, 72 h; higher fold induction means a stronger effect | fold induction at 50 µM; hits with a dose series show EC50 in µM | 220,000 tested, 0.074% active;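 active means fold induction of absorbance versus untreated yeast above a set limit, then at least 30% activation at any dose in follow-up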;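 further: activators that raise dye reduction in frataxin-depleted yeast; strong numbers were not always called active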
# WT yeast gro inh mutant strain – further read-out of WT yeast gro inh, marked with its call; inhibition, %; mitochondrial fusion phenotypic screen, mutant strain inhibition
# Active calls of the source: *; i = inactive; nt = no result given. Unless noted, no stated cut-off is given here; in the data, active means inhibition above about 50%; inactive means the rest.
SMILES,LYP phosphatase,P. falciparum M1AAP,WT yeast gro inh,WT yeast gro inh mutant strain,PMI inhibitors,M17LAP inhibition,XIAP antagonists,TNAP activators,PMI inhibition,Yfh1-off respiration
COc1ccc(CCNc2ccncn2)cc1OC,-6%,-3%,-3,10,-5%,-4%,-3.3%,1.2,-6%,i
O=C(O)C1CC(=O)n2c(nc3ccccc32)S1 (stereo not given),-4%,-1%,-6,7,23%,10%,3.0%,1,4%,i
O=S(=O)(c1ccc(NC(=S)N/N=C/c2ccc(Oc3ccccc3)cc2)cc1)N1CCOCC1,-2%,-2%,3,-6,-11%,-11%,-4.2%,1.1,-13%,i
Cc1cc(O)c(C(C)C)cc1N=Nc1ccccc1C(=O)O,2%,21%,nt,nt,nt,57%,nt,nt,nt,i
COC(=O)CNC(=O)c1ccccc1F,-9%,8%,-24,-4,0%,1%,-4.9%,1,1%,i
CN(C(=O)Nc1ccc(Cl)c(Cl)c1)c1ccccc1C(=O)O,-11%,1%,72*,71*,7%,-101%,-11%,1,12%,i
CCN(CC)CCN1C(=O)C(O)=C(C(=O)c2ccco2)C1c1ccccn1 (stereo not given),-11%,7%,-3,6,-38%,10%,-5.5%,1.1,-62%,i
Brc1ccc(Nc2c3c(nc4ncnn24)CCC3)cc1,-1%,8%,-5,5,4%,7%,-2.0%,2.4,8%,i
Cc1cc(/C=C(\C#N)C(=O)NCc2ccco2)c(C)n1-c1cccnc1,0%,8%,nt,nt,nt,20%,nt,nt,nt,i
COc1ccc(S(=O)(=O)N(C)CC(=O)Nc2ccc(F)cc2)cc1,-2%,11%,1,-7,10%,7%,-8.1%,1.1,4%,i
COc1ccc(-c2cc3ncc(-c4ccccc4)c(N)n3n2)cc1,7%,7%,20,17,-2%,2%,-6.8%,1.3,0%,i
C(=N\Nc1nc2ccccc2[nH]1)/c1ccccc1,0%,0%,3,-8,nt,11%,3.1%,1.1,nt,i
C=C(C)c1cccc(C(C)(C)NC(=O)Nc2ccc(C)cn2)c1,5%,41µM*,53,11,15%,-9%,-3.1%,1.1,16%,i
Cc1ccc2c(COC(=O)C34CC5CC(CC(C5)C3)C4)cc(=O)oc2c1,-2%,3%,1,4,-9%,-1%,-5.4%,0.9,-14%,i
C[C@H](C(=O)O)c1n[nH]c(=O)c2ccccc12,-7%,4%,11,4,-3%,1%,-0.1%,1,8%,i
C=CCNc1nc(-c2sc(NC(=O)CC)nc2C)cs1,6%,-3%,13,15,0%,1%,2.3%,1,32%,i
Cc1ccc(-c2csc3nnc(SCC(=O)Nc4cccc(C)n4)n23)cc1,-2%,-3%,-2,-1,3%,2%,-3.8%,1.1,-11%,nt
COc1ccc(NC(=O)CSc2nc(-c3ccncc3)nn2CC(=O)N2CCCC2)cc1,-6%,7%,6,24,-6%,-9%,-7.5%,1.1,7%,i
NC(=O)c1ccc(NC(=O)COC(=O)/C=C/c2ccc3c(c2)OCO3)cc1,-6%,-1%,nt,nt,nt,-7%,nt,nt,nt,i
CCC1=Nc2cc(C(=O)NCc3cccnc3)ccc2Sc2ccc(C)cc21,-6%,1%,nt,nt,nt,-14%,nt,nt,nt,i

# Twelve entries from above, set out differently.
# Each structure is followed by: LYP phosphatase	P. falciparum M1AAP	WT yeast gro inh	WT yeast gro inh mutant strain	PMI inhibitors	M17LAP inhibition	XIAP antagonists	TNAP activators	PMI inhibition	Yfh1-off respiration
Cc1cc(/C=C(\C#N)C(=O)NCc2ccco2)c(C)n1-c1cccnc1
    0%	8%	nt	nt	nt	20%	nt	nt	nt	i
COc1ccc(S(=O)(=O)N(C)CC(=O)Nc2ccc(F)cc2)cc1
    -2%	11%	1	-7	10%	7%	-8.1%	1.1	4%	i
COc1ccc(-c2cc3ncc(-c4ccccc4)c(N)n3n2)cc1
    7%	7%	20	17	-2%	2%	-6.8%	1.3	0%	i
C(=N\Nc1nc2ccccc2[nH]1)/c1ccccc1
    0%	0%	3	-8	nt	11%	3.1%	1.1	nt	i
C=C(C)c1cccc(C(C)(C)NC(=O)Nc2ccc(C)cn2)c1
    5%	41µM*	53	11	15%	-9%	-3.1%	1.1	16%	i
Cc1ccc2c(COC(=O)C34CC5CC(CC(C5)C3)C4)cc(=O)oc2c1
    -2%	3%	1	4	-9%	-1%	-5.4%	0.9	-14%	i
C[C@H](C(=O)O)c1n[nH]c(=O)c2ccccc12
    -7%	4%	11	4	-3%	1%	-0.1%	1	8%	i
C=CCNc1nc(-c2sc(NC(=O)CC)nc2C)cs1
    6%	-3%	13	15	0%	1%	2.3%	1	32%	i
Cc1ccc(-c2csc3nnc(SCC(=O)Nc4cccc(C)n4)n23)cc1
    -2%	-3%	-2	-1	3%	2%	-3.8%	1.1	-11%	nt
COc1ccc(NC(=O)CSc2nc(-c3ccncc3)nn2CC(=O)N2CCCC2)cc1
    -6%	7%	6	24	-6%	-9%	-7.5%	1.1	7%	i
NC(=O)c1ccc(NC(=O)COC(=O)/C=C/c2ccc3c(c2)OCO3)cc1
    -6%	-1%	nt	nt	nt	-7%	nt	nt	nt	i
CCC1=Nc2cc(C(=O)NCc3cccnc3)ccc2Sc2ccc(C)cc21
    -6%	1%	nt	nt	nt	-14%	nt	nt	nt	i

# (continued)
SMILES,LYP phosphatase,P. falciparum M1AAP,WT yeast gro inh,WT yeast gro inh mutant strain,PMI inhibitors,M17LAP inhibition,XIAP antagonists,TNAP activators,PMI inhibition,Yfh1-off respiration
COc1ccccc1CNC(=O)C(=O)NCC1OCCN1S(=O)(=O)c1ccc2c(c1)OCCO2 (stereo not given),-4%,1%,3,-9,-5%,-5%,-5.3%,1.1,-1%,i
CC(=C\c1ccco1)/C=C(\C#N)C(=O)NCCc1c[nH]c2ccccc12,4%,21%,7,29,23%,8%,-3.7%,1.1,18%,i
COCC(C)NC(=O)c1cccc([N+](=O)[O-])c1 (stereo not given),-12%,5%,-2,11,-7%,1%,-5.4%,1.1,-10%,i
CC1=C(C(=O)OC(C)C)C(C)C(C(=O)OC(C)C)=C(C)N1,-2%,-2%,4,14,8%,-13%,-1.2%,1,8%,i
Cc1nc2ccccc2c2c1C(=O)N(CCC1=CCCCC1)C2=O,-3%,1%,30,31,8%,-1%,-4.1%,1.1,2%,i
COc1ccc(NC(=O)Cc2c(C)n(C(=O)c3ccc(Cl)cc3)c3ccc(OC)cc23)cc1,-9%,15%,-21,-1,7%,8%,-3.4%,1.1,9%,i
CCC(C)(C)n1nnnc1CN1CCC(c2nc3ccc(C)cc3[nH]2)CC1,-10%,1%,7,-13,4%,12%,-6.0%,1.2,0%,i
COc1cc(/C=N/n2c(SC)nnc(C(C)(C)C)c2=O)ccc1O,-6%,7%,-14,-1,-2%,5%,-0.9%,1.1,-4%,i
Cc1ccc(-c2nnn(CC(=O)N3CCCc4ccccc43)n2)cc1,-3%,4%,15,-27,3%,-7%,-2.2%,1,8%,i
COc1ccc2oc(=O)c(/C(C)=N/NC(=O)c3ccncc3)cc2c1,-9%,13%,-3,-2,-40%,22%,-24%,0.7,-50%,i
COc1ccc(CN2C(=O)c3ccccc3C2C(=O)NC2CCCC(C)C2C)c(OC)c1 (stereo not given),-4%,4%,32,7,-11%,0%,-4.5%,1.3,-13%,i
CCOC(=O)c1[nH]c2ccc(OC)cc2c1NC(=O)C(C)N1CCC2(CC1)OCCO2 (stereo not given),-4%,1%,67*,16*,11%,-9%,-3.4%,1,-3%,i
CC(=O)c1sc(NC(=O)COc2ccc(Cl)cc2C)nc1C,-2%,-4%,nt,nt,nt,0%,nt,nt,nt,i
Cn1c(=O)c(C(=O)Nc2ncccn2)c(O)c2ccccc21,-4%,-9%,18,15,17%,-6%,-2.1%,1,25%,i
O=C(O)c1cccc(CSc2ncn[nH]2)c1,-3%,-5%,nt,nt,nt,-9%,nt,nt,nt,i
Cn1c(=O)c2c(nc(SCC(=O)NCc3ccc4c(c3)OCO4)n2Cc2ccc(Cl)cc2)n(C)c1=O,-3%,0%,13,7,13%,7%,-11%,1,16%,i
Cc1cnc(C(=O)N2CCN(c3ccc(C(F)(F)F)cn3)CC2)cn1,-3%,2%,nt,nt,nt,-3%,nt,nt,nt,i
COC(=O)c1sccc1NC(=O)COc1ccccc1Cl,10%,4%,-13,1,9%,-2%,-0.4%,1.1,2%,i
CCCc1nc2ccccc2c(C(=O)OCC(=O)c2ccc3c(c2)NC(=O)CO3)c1CC,-1%,1%,-2,10,4%,1%,2.6%,1.1,1%,i
COc1cccc(NC(=O)COc2ccccc2C(N)=O)c1,0%,-7%,-9,-33,14%,-1%,-5.6%,1,12%,i
COC(=O)NCC(C)OC(=O)Nc1ccc(Cl)cc1 (stereo not given),-5%,-1%,15,-7,6%,-3%,-0.4%,1,4%,i
N/C(CSc1ccc(Cl)cc1)=N\NC(=O)c1ccncc1,-12%,-4%,-4,1,-1%,-2%,-6.3%,2.1,5%,i
C=C(C)C1Cc2c(C)nn(-c3ccccn3)c2C1 (stereo not given),0%,1%,66*,64*,-7%,-10%,-1.0%,1,-11%,i
O=C(C[n+]1cccc(/C=N/O)c1)N1CCCCCC1,-4%,-2%,-10,8,-8%,2%,-3.1%,1.2,-2%,i
Cn1cnnc1SCC(=O)Nc1cc(S(=O)(=O)N2CCCCCC2)ccc1Cl,-8%,12%,-6,-15,6%,3%,0.7%,1.1,7%,i
N#Cc1cn(-c2ccccc2)nc1-c1ccccc1,2%,-1%,30,44,-6%,-6%,-6.1%,1.1,-7%,i
COc1cccc(C(=O)/C=C/Nc2cc(C)ccc2O)c1,1%,19%,9,3,16%,-3%,nt,1.7,12%,i
O=C(O)CCCC(=O)Nc1nc(-c2ccccc2)cs1,-6%,7%,2,3,0%,20%,-2.6%,1.1,0%,i
